Screening data as filed in PubChem.
C diff growth – C. difficile growth inhibition | Clostridium difficile clinical isolate growth, OD600, 24 h; stronger effect = lower value | growth activity, negative = inhibition, % at 16 µg/mL (by protocol) | hit rate 0.25% among 86,000 | AID 1259249;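 active = mean growth activity at or below -80% and every replicate also at or below -80%; inconclusive = mean at or below -80% but some replicate above -80%; inactive = mean growth activity above -80%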;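 also: 0% = DMSO wells and -100% = levofloxacin 16 µg/mL wells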
Pf Dd2 growth – inhibitors of Plasmodium falciparum Dd2 growth. activity change, % at 10 µM. hit rate 2.3% among 94,000. AID 1159554. P. falciparum Dd2 growth, SYBR Green, 72 h; stronger effect = lower value; in the data active = activity change below about -80%; inconclusive = no clear call, values can overlap the other calls
GASC1 inh – blocks human GASC-1 (KDM4C) demethylase activity | Q9H3R0 | GST-KDM4C 2-372, H3K9me3 peptide, LANCE TR-FRET | inhibition, % at 12.5 µM | hit rate 0.15% among 96,000 | AID 720574;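 active = mean replicate inhibition above about 25%, with at least 55% of replicates also reaching it, limit read from the data, passing the limit was not always enough; inconclusive = only one of those two conditions met; inactive = neither condition met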
Target sequence (Q9H3R0 2-372 limits assumed): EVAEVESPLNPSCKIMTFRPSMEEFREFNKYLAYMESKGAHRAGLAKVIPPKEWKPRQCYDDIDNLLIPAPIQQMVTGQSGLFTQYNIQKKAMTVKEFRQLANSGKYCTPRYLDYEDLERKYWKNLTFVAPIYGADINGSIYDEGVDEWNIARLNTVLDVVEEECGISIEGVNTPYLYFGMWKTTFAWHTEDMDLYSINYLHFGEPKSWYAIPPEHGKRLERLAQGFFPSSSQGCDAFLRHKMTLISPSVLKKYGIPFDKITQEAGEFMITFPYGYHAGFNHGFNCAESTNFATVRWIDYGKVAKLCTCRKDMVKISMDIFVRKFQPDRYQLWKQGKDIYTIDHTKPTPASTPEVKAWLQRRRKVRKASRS
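material = GST-tagged GASC-1 (JMJD2C) catalytic fragment, aa 2-372 | amount = enzyme final amount 10 nM | medium = HEPES buffer, pH 7.5, plus ascorbate | also added = H3K9me3 peptide substrate, Fe(II), 2-oxoglutarate | dosing = single dose | times = 30 min demethylation and 1 h detection at room temperature | detection = LANCE TR-FRET | read-out basis = Fall in 671/618 emission ratio as inhibition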
Tcruzi prolif – inhibitors of T. cruzi proliferation; AID 624255; hit rate 5.9% among 77,000; T. cruzi beta-gal in NIH3T3, GalScreen luminescence, 90 h; inhibition, % at 8.34 µM;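 active = mean inhibition above about 93%, with at least 55% of replicates each passing it, limit read from the data, passing the limit was not always enough; inconclusive = only one of those two conditions holds; inactive = neither condition holds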
* marks the source's active call; other numbers are inactive results; u = inconclusive; x = not tested or not shown; & = joins results of further samples.

SMILES	C diff growth	Pf Dd2 growth	GASC1 inh	Tcruzi prolif
COc1ccccc1CN(C)C[C@H]1OCc2cnnn2CCCC(=O)N([C@@H](C)CO)C[C@H]1C	x	-9.0	0.1	-7.4
Cc1ccc(S(=O)(=O)NCC[C@H]2CC[C@@H](NC(=O)Nc3cccc(F)c3)[C@H](CO)O2)cc1	-0.4	0.5	-1.0	-4.8
C[C@H](CO)N1C[C@H](C)[C@@H](CN(C)C(=O)Nc2cccc3ccccc23)Oc2ccc(NC(=O)Nc3cccc4ccccc34)cc2C1=O	4.0	-77.4	1.0	27.4
C[C@@H]1CN([C@@H](C)CO)C(=O)c2cc(NC(=O)c3ccncc3)ccc2O[C@@H]1CN(C)Cc1ccc(Oc2ccccc2)cc1	15.7	-12.9	0.3	-22.2
OC[C@H]1CC[C@@H]2O[C@H](CCc3ccc(-c4ccc(F)cc4)cc3)[C@@H](n3cc(C4CC4)nn3)C[C@@H]2O1	4.4	-47.0	x	x
Cc1ccc(S(=O)(=O)N[C@@H]2CC[C@@H](CCn3cc(C4CC4)nn3)O[C@H]2CO)cc1	1.2	19.2	1.9	x
CNC[C@H]1Oc2c(NC(=O)Nc3ccc(C(F)(F)F)cc3)cccc2C(=O)N([C@@H](C)CO)C[C@H]1C	13.0	-41.4	x	40.8
Cc1ccc(S(=O)(=O)Nc2ccc3c(c2)C(=O)N([C@H](C)CO)C[C@@H](C)[C@@H](CN(C)Cc2ccncc2)OCCCC[C@@H](C)O3)cc1	x	-57.1	1.1	60.4
CC(C)NC(=O)Nc1ccc2c(c1)C(=O)N([C@@H](C)CO)C[C@@H](C)[C@@H](CN(C)Cc1ccccc1)O2	1.6	-13.8	-0.5	-15.4
C[C@H]1CN([C@@H](C)CO)C(=O)c2c(c3ccccc3n2C)-c2ccccc2CO[C@H]1CN(C)C(=O)C1CC1	-7.6	26.5	2.6	81.4
COc1ccc(C(=O)N2C[C@@H]3[C@H](c4ccccc42)[C@H](CO)N3C(=O)NC(C)C)cc1	14.1	5.9	0.4	32.6
C[C@@H]1CCCCO[C@@H](CN(C)C(=O)c2ccccc2)[C@H](C)CN([C@H](C)CO)C(=O)c2cc(NC(=O)CCC(F)(F)F)ccc2O1	-2.3	-55.9	0.6	3.7
CN1c2ccc(-c3ccccc3F)cc2[C@H]2[C@H](CCN2S(=O)(=O)c2ccccc2F)[C@H]1CO	7.2	-5.9	-2.8	77.8
CN1[C@H](C(=O)NCCN2CCCCC2)[C@@H](CO)[C@@H]2Cn3c(ccc(-c4ccc(F)cc4)c3=O)[C@@H]21	1.1	-9.0	-1.5	8.8
C[C@H](CO)N1C[C@H](C)[C@@H](CN(C)S(=O)(=O)c2cccs2)OCCCC[C@H](C)Oc2ccc(NC(=O)C3CCCCC3)cc2C1=O	-4.0	-37.0	-0.5	28.0
C[C@H](CO)N1C[C@H](C)[C@@H](CN(C)C(=O)Nc2ccc(F)cc2)Oc2c(NS(C)(=O)=O)cccc2C1=O	-2.2	20.6	-0.3	23.0
C[C@@H]1CN([C@@H](C)CO)S(=O)(=O)c2ccc(C#C[C@@H](C)O)cc2O[C@H]1CN(C)Cc1ccc(-c2ccccc2)cc1	0.4	-54.2	0.6	73.7
O=C(Nc1ccc(F)cc1)N1CC(=O)N2[C@H](CO)[C@@H](c3ccc(Br)cc3)[C@@H]2C1	1.3	4.2	0.2	x
COc1ccc2c3c([nH]c2c1)[C@H](CO)N(CC1CC1)CC31CCN(C(=O)Nc2cccc(F)c2)CC1	51.8	u	-2.3	x
COC(=O)C[C@H]1CC[C@H]2[C@@H](COc3ccc(NS(=O)(=O)c4cccc(F)c4)cc3C(=O)N2C)O1	2.7	6.9	3.6	18.7
N#C[C@@H]1N[C@@H](CO)[C@H]1c1ccc(-c2ccccc2F)cc1	3.1	28.0	1.2	89.9
COc1ccc2c3c(n(C)c2c1)[C@@H](CO)N(CC1CCOCC1)CC31CN(CC2CCOCC2)C1	3.6	-56.8	0.3	x
COCC(=O)N[C@@H]1C=C[C@@H](CC(=O)NCc2ccc(Cl)cc2)O[C@H]1CO	x	-4.9	0.4	-46.4
C/C=C/c1ccc(C2[C@H]3CNC[C@@H]2N3C(=O)Nc2ccc(F)cc2)cc1 (some centres not stated)	-8.2&-4.1	1.8&5.5	-2.1&-0.8	x
Cc1noc(C)c1NC(=O)N(C)C[C@@H]1Oc2ccc(NC(=O)C3CCCCC3)cc2CC(=O)N([C@@H](C)CO)C[C@@H]1C	1.6	14.0	0.5	-24.8
C[C@H]1CN([C@@H](C)CO)C(=O)c2cc(C3=CCCC3)cnc2O[C@@H]1CN(C)C(=O)CN(C)C	0.6	-5.6	4.8	x
CCC(=O)N[C@@H]1CC[C@@H](CC(=O)NCc2ccc(OC)cc2)O[C@H]1CO	6.8	-2.5	1.3	37.2
COCC#Cc1cnc2c(c1)C(=O)N([C@@H](C)CO)C[C@@H](C)[C@@H](CN(C)C(=O)NC1CCCC1)O2	2.2	13.2	1.7	-1.6
C[C@@H]1CN([C@H](C)CO)C(=O)c2cc(NC(=O)Nc3ccc4c(c3)OCO4)ccc2O[C@@H](C)CCCCO[C@H]1CN(C)S(=O)(=O)c1ccccc1	3.8	-41.3	3.2	54.2
Cc1noc(C)c1S(=O)(=O)Nc1ccc2c(c1)C(=O)N([C@@H](C)CO)C[C@@H](C)[C@@H](CN(C)Cc1ccc(C(=O)O)cc1)O2	x	-14.1	1.3	-42.2
C/C=C/c1ccc2c(c1)O[C@@H](CN(C)C(=O)c1ccccn1)[C@@H](C)CN([C@H](C)CO)S2(=O)=O	2.2	3.3	0.7	21.8
C[C@@H]1CN([C@@H](C)CO)C(=O)c2cccc(NC(=O)c3cnccn3)c2O[C@@H]1CN(C)CC1CC1	-0.3	-7.9	5.0	-32.6
COCCNC(=O)[C@@H]1[C@@H](CO)[C@@H]2Cn3c(ccc(C4=CCCCC4)c3=O)[C@H]1N2C(=O)C1CC1	4.4	3.4	-0.1	24.3
CCC(=O)Nc1ccc2c(c1)OC[C@H](C)N(C(=O)Cc1cccnc1)C[C@H](C)[C@H](OC)CN(C)C2=O	x	6.4	-0.4	-23.6
CN1C(=O)c2cc(NS(=O)(=O)c3ccc(F)cc3)ccc2OC[C@H]2O[C@H](CC(=O)O)CC[C@H]21	1.7	5.2	3.9	97.4*
COc1ccc(CN(C)C[C@H]2Oc3ccc(NC(=O)CCC(F)(F)F)cc3C(=O)N([C@@H](C)CO)C[C@H]2C)cc1	-0.8	2.0	1.8	x
CCCNC(=O)C[C@H]1CC[C@H]2[C@@H](COC[C@@H](O)CN2C(=O)CC)O1	1.2&-0.7	29.2	0.4	x
COc1ccc(S(=O)(=O)N(C)C[C@@H]2OCCCC[C@H](C)Oc3ccc(NS(=O)(=O)c4ccccc4)cc3C(=O)N([C@@H](C)CO)C[C@H]2C)cc1	9.0	x	-1.1	91.7
CCCNC(=O)C[C@H]1CC[C@H]2[C@H](COc3ccc(NC(=O)NCCC)cc3C(=O)N2C)O1	-3.4	-2.6	2.7	x
O=C(Nc1ccc2c(c1)OCO2)N[C@H]1CC[C@@H](CCNC(=O)C2CC2)O[C@@H]1CO	x	3.0	0.6	-0.5
N#C[C@@H]1[C@@H](c2ccccc2C2=CCCCC2)[C@H](CO)N1C(=O)c1cccc(F)c1	-7.6	-7.8	0.4	x
CCCNC(=O)NC[C@@H]1[C@@H](c2ccc(C3=CCCC3)cc2)[C@H](CO)N1C(C)=O	-1.2	3.3	1.7	-17.1
CN(C[C@@H]1N[C@@H](CO)[C@@H]1c1ccc(C2=CCCC2)cc1)S(C)(=O)=O	3.0	-9.5	-2.2	2.7
C[C@H]1CN([C@@H](C)CO)S(=O)(=O)c2ccc(-c3ccncc3)cc2O[C@@H]1CN(C)C(=O)c1ccc2c(c1)OCO2	0.1	-64.3	0.0	85.3
CC(=O)N(C)C[C@H]1Oc2cc(C#CC3CC3)ccc2S(=O)(=O)N([C@H](C)CO)C[C@@H]1C	-2.0	1.2	21.1	21.1
O=C(Nc1cc(F)ccc1F)N[C@@H]1CC[C@@H](CC(=O)N2CCc3ccccc3C2)O[C@H]1CO	x	16.2	3.0	-6.3
C[C@H]1CCCCO[C@H](CN(C)S(=O)(=O)c2ccccc2)[C@@H](C)CN([C@@H](C)CO)C(=O)c2cc(NS(=O)(=O)c3ccccc3)ccc2O1	x	-54.6	1.3	90.4
C[C@H](CO)N1C[C@H](C)[C@H](CN(C)C(=O)NC2CCCCC2)Oc2ccc(NC(=O)C3CCCCC3)cc2C1=O	-3.7	12.4	0.0	-5.9
CCS(=O)(=O)Nc1ccc2c(c1)C(=O)N(C)[C@H]1CC[C@H](CC(=O)N3CCN(C)CC3)O[C@@H]1CO2	-12.6	12.3	1.1	-25.1
COc1ccc(NC(=O)Nc2ccc3c(c2)C(=O)N([C@H](C)CO)C[C@@H](C)[C@H](CN(C)C(=O)Nc2ccc(C(F)(F)F)cc2)O3)cc1	x	-17.1	-0.8	-193.4
C[C@@H]1CN([C@@H](C)CO)C(=O)c2cc(C#CCN(C)C)cnc2O[C@H]1CN(C)Cc1ccncc1	-0.7	52.1	20.3	9.0
C[C@@H]1CN([C@@H](C)CO)C(=O)c2cc(NS(=O)(=O)c3ccccc3)ccc2O[C@H]1CN(C)C(=O)Nc1ccc2c(c1)OCO2	0.8	18.4	1.0	-17.1
C[C@@H]1CN([C@@H](C)CO)S(=O)(=O)c2ccc(C3=CCCC3)cc2O[C@H]1CN(C)C(=O)C1CCC1	-10.3	-65.4	-2.6	82.5
CCCC(=O)N1CC2(CCN(Cc3cccnc3)CC2)c2c([nH]c3cc(OC)ccc23)[C@@H]1CO	-2.9	-34.3	-0.1	x
O=C(Nc1nccs1)[C@H]1[C@H](CO)[C@H]2Cn3c(ccc(-c4cccnc4)c3=O)[C@H]2N1CC1CCCC1	0.9	-8.9	3.7	u
C[C@@H]1CCCCO[C@@H](CN(C)C(=O)Cc2ccccc2)[C@@H](C)CN([C@@H](C)CO)C(=O)c2cc(NC(=O)Nc3ccc4c(c3)OCO4)ccc2O1	9.2	-72.3	1.2	44.5
COc1ccc(NC(=O)Nc2ccc3c(c2)CC(=O)N([C@H](C)CO)C[C@H](C)[C@@H](CN(C)C(=O)Nc2c(C)noc2C)O3)cc1	3.1	4.9	-0.3	16.8
COc1ccc2c3c(n(C)c2c1)[C@@H](CO)N(S(=O)(=O)c1ccc(C)cc1)CC31CN(S(=O)(=O)c2ccc(C)cc2)C1	0.8	-72.6	-0.9	x
COc1ccc(-c2ccc3c(c2)O[C@@H](CN(C)C(=O)Nc2ccccc2F)[C@H](C)CN([C@H](C)CO)S3(=O)=O)cc1	-8.4	-78.1	-1.2	78.8
CC(C)(O)c1cn([C@H]2C[C@@H]3O[C@@H](CO)CC[C@@H]3O[C@@H]2CCc2ccc(-c3ccncc3)cc2)nn1	2.1	1.5	x	x
(next part)
SMILES	C diff growth	Pf Dd2 growth	GASC1 inh	Tcruzi prolif
O=C([C@@H]1[C@@H](CO)[C@@H]2Cn3c(cccc3=O)[C@@H]2N1C(=O)CC1CC1)N1CCc2ccccc2C1	-3.0	-0.5	0.2	19.5
COc1ccc(NC(=O)Nc2ccc3c(c2)CC(=O)N([C@@H](C)CO)C[C@H](C)[C@@H](CN(C)C(=O)NC2CCCCC2)O3)cc1	-7.5	6.8	8.7	28.8
C[C@H](NC(=O)C[C@H]1CC[C@H](NC(=O)Cc2ccccn2)[C@@H](CO)O1)c1ccccc1	x	3.0	0.8	13.6
COc1ccc2c3c([nH]c2c1)[C@@H](CO)N(CC1CCOCC1)CC31CN(C(=O)C2CCOCC2)C1	-0.7	39.6	2.1	x
O=C(C[C@H]1C[C@H]2c3cc(NC(=O)C4CCOCC4)ccc3O[C@H]2[C@H](CO)O1)NCCc1ccccc1	1.5	7.0	-1.6	-33.7

In the list so far, these have two or more sulfur atoms:
SMILES	C diff growth	Pf Dd2 growth	GASC1 inh	Tcruzi prolif
C[C@H](CO)N1C[C@H](C)[C@@H](CN(C)S(=O)(=O)c2cccs2)OCCCC[C@H](C)Oc2ccc(NC(=O)C3CCCCC3)cc2C1=O	-4.0	-37.0	-0.5	28.0
COc1ccc(S(=O)(=O)N(C)C[C@@H]2OCCCC[C@H](C)Oc3ccc(NS(=O)(=O)c4ccccc4)cc3C(=O)N([C@@H](C)CO)C[C@H]2C)cc1	9.0	x	-1.1	91.7
C[C@H]1CCCCO[C@H](CN(C)S(=O)(=O)c2ccccc2)[C@@H](C)CN([C@@H](C)CO)C(=O)c2cc(NS(=O)(=O)c3ccccc3)ccc2O1	x	-54.6	1.3	90.4
COc1ccc2c3c(n(C)c2c1)[C@@H](CO)N(S(=O)(=O)c1ccc(C)cc1)CC31CN(S(=O)(=O)c2ccc(C)cc2)C1	0.8	-72.6	-0.9	x

Rows are unselected, and some 7.3% of all compounds hit somewhere here.
